UDG counterscr = Primary qHTS assay for inhibitors of Activation Induced Cytidine Deaminase (AID): UDG Counterscreen signal. Potency, µM (series often up to 115 µM), for inactives: at the top dose activity change, negative = inhibition, actives largely listed as inhibitors. FRET deamination/UDG coupled assay, UDG read, 4 h. 0.14% of 91,000 active. Uracil-DNA glycosylase. AID 1347430, 2020; further: nearly all actives have a fitted effect of over 65% in size
AID inh = Primary qHTS assay for inhibitors of Activation Induced Cytidine Deaminase (AID): AID signal; 0.32% of 91,000 active; AID deamination FRET fluorescence, UDG-coupled, 4 h; Potency, µM (doses to about 115 µM), for inactives: at the highest dose activity change, negative = inhibition, most hits filed as inhibitors; AID 1347428, 2020; further: nearly all actives have a fitted effect of over 25% in size
Target sequence (Q9GZX7 whole entry, looked up): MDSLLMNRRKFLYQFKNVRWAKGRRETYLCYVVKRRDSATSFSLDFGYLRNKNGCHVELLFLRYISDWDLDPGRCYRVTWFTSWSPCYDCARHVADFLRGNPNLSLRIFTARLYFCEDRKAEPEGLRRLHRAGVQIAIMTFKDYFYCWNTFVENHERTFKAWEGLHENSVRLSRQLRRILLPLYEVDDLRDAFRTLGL
* marks the source's active call; other numbers are inactive results; u = inconclusive; & = joins results of further samples; [ ] = remark or other dose. The call rests on the fitted dose curve; in most records, active means well fitted curve in the direction sought with a large enough effect; inconclusive means small, poorly fitted or top-dose-only effect, or another doubt; inactive means no such curve, though single readings can be large; an effect the other way counts as inactive or inconclusive. On the % scale 0 is the no-effect control and ±100 the full control effect; potency means the concentration at half of the fitted maximal effect. Not all compounds are listed (hit frequency here may not be typical).

Sequence of screens – AID inh, UDG counterscr
CCOC(=O)C1CCC(CN(Cc2c(Cl)cccc2Cl)S(=O)(=O)c2ccc(Cl)cc2)CC1 (centres undefined)
 : u, -13.9%
N#Cc1cc(C(=O)c2cc(Cl)ccc2O)cn(C2CCCCC2)c1=O
 : 3.7%, 8.8%
CCC1CN(C(=O)Nc2cc(Cl)c(OC)cc2OC)c2ccccc2O1 (centres undefined)
 : 10.9%, 0.0%[57.5 µM]
O=C(C1CCCN(S(=O)(=O)c2cccc3nsnc23)C1)N1CCN(c2ccccc2Cl)CC1 (centres undefined)
 : u, -6.9%
CCc1ccc(S(=O)(=O)c2cn(CC)c3cc(N4CCCCC4)c(F)cc3c2=O)cc1
 : 9.7%, 4.0%
CC(NC(=O)c1ccc2c(c1)NC(=O)CS2)c1ccc2c(c1)OCCO2 (centres undefined)
 : 2.9%, 5.8%
Cc1cc2cc(NS(=O)(=O)c3ccccc3)ccc2[nH]1
 : 1.4%, -4.8%
CCCN(CCC)C(=O)CSc1c2c(nc3ccc(Cl)cc13)CCCC2
 : -23.0%, -5.6%
O=C(NCCc1cccnc1)c1ccccc1F
 : 1.6%, -0.5%
Cc1cccc(N2CCN(c3nc4ccc(C(=O)c5ccccc5)cc4n4cnnc34)CC2C)c1 (centres undefined)
 : -23.6%, 18.9%
COC(=O)c1sc(NC(=O)/C=C/c2ccc(OC)c(OC)c2)c(C(=O)OC)c1C
 : 14.6%, -1.9%
CCONC(=O)C(C)Oc1cccc(C)c1C (centres undefined)
 : -4.5%, -7.4%
Clc1cccc(-c2csc(NC3CC3)n2)c1
 : -11.0%, -5.4%
CCOCCCNC(=O)COc1ccc2c(=O)c(-c3ccc(Cl)cc3)c(C)oc2c1
 : -15.5%, 49.9%[activator]
COc1cc(OC)cc(C(=O)Nc2cc3c(cc2N2CCCCC2)n(C)c(=O)n3C)c1
 : 39.1%[activator], 12.5%
CCN1CCN(c2oc(/C=C/c3ccc(OC)c(OC)c3)nc2C#N)CC1
 : -1.6%&-3.3%, 6.3%&3.5%
CN(Cc1ccccc1)C(=O)NC1CCCC(C(F)(F)F)C1 (centres undefined)
 : -1.1%, 9.5%
CC(=O)N[C@@H](Cc1c[nH]c2ccccc12)C(=O)N1CCC(C)CC1
 : -0.5%, 0.3%
CCc1ccccc1NC(=O)CN1CCCN(Cc2cc(C)ccc2C)S1(=O)=O
 : 6.0%, 0.7%
COc1ccc(Cl)cc1NC(=O)N1CC(=O)Nc2sc3c(c2C1c1ccccc1)CCCC3 (centres undefined)
 : u, 0.0%
CCc1ccc2oc(-c3cc(NC(=O)c4cccs4)ccc3Cl)nc2c1
 : u, -8.0%
CC(NC(=O)Cc1ccc(-c2ccccc2)cc1)C12CC3CC(CC(C3)C1)C2 (centres undefined)
 : 9.8%, 3.4%
CCc1cccc(NC(=O)C(CC)n2nc(C)c3sc4ccccc4c3c2=O)c1 (centres undefined)
 : 5.3%, 23.4%
Cc1cc(C)c2c(CN3CCN(c4ccc(F)cc4)CC3)cc(=O)oc2c1
 : 2.7%, -1.8%
Cc1ccccc1-c1nc(CNS(=O)(=O)c2ccc(Cl)cc2)c(C)o1
 : -12.0%, -9.5%
CC(=O)Nc1nnc(SCc2cc(=O)c3cc(C)ccc3[nH]2)s1
 : 130.0%[activator], -3.3%[57.5 µM]
CCNC(=O)C(C)NC(=O)c1cc2ccc(OC)cc2nc1C (centres undefined)
 : 2.6%, -1.7%
C/C(=N/Nc1ccc([N+](=O)[O-])cc1[N+](=O)[O-])C1CCCCC1
 : -18.6%, -9.4%
CC(=O)[C@H]1CC[C@H]2[C@@H]3CC[C@H]4CC(=O)CC[C@]4(C)[C@H]3C(=O)C[C@]12C
 : 0.3%, 6.1%
COc1cc2ncnc(N3CCN(C(C)=O)CC3)c2cc1OC
 : 3.9%, 8.8%
CCCCc1cc(=O)oc2c(C)c3c(cc12)C(=O)CC(C)(C)O3
 : -0.8%, -9.7%
Nc1nc(Nc2cccc(Cl)c2)sc1C(=O)c1cccc(Br)c1
 : -6.2%, 1.6%
COc1ccc(NC(=O)C2=CC(c3ccc4c(c3)OCO4)=NS(=O)(=O)N2C)cc1OC
 : 2.5%, -5.1%
CCOC(=O)C1=C(O)C(=O)N(c2ccccc2)C1c1ccc(F)cc1 (centres undefined)
 : -4.9%, 4.9%
COc1cccc(OC)c1C(=O)NCCc1csc(-c2ccc(Cl)cc2)n1
 : -20.3%, -3.9%
CCc1ccc(/C=C(/CC(=O)O)c2nc3ccccc3s2)cc1
 : -8.1%, 8.4%
Cc1nc2sc(C(=O)NCc3ccc(Cl)cc3)c(NC(=O)c3ccccc3)c2c(C)c1C
 : -14.0%, 0.0%
COc1ccc(N(CC(=O)NCc2ccccc2Cl)S(=O)(=O)c2c(C)[nH]c(=O)[nH]c2=O)cc1
 : -12.8%[57.5 µM], -4.2%[57.5 µM]
Cc1ccc(S(=O)(=O)N2CCN(C(=O)c3cc(-c4ccc(Br)cc4)n[nH]3)CC2)c(C)c1
 : 7.4%, -25.7%
Cc1ccc(C2(CCN3CCN(C)CC3)CCOC(C)(C)C2)cc1 (centres undefined)
 : -0.6%, -0.6%
CCn1c(=N)c(C(=O)NC2CCCC2)cc2c(=O)n3cc(C)ccc3nc21
 : 20.4%, 10.0%
O=C(CCn1c(=O)c2cccn2c2cccnc21)N1CCN(c2ccccc2F)CC1
 : -5.1%, -0.6%
CN1CCN(C(=O)c2ccc3c(c2)N(Cc2cccc(Cl)c2)C(=O)c2ccccc2S3(=O)=O)CC1
 : 10.0%, 3.2%[57.5 µM]
CCOC(=O)c1cccc(NC(=O)COc2ccc3c(C)cc(=O)oc3c2)c1
 : 5.6%, -0.2%[57.5 µM]
COc1ccc(-c2nc3scc(CCNC(=O)Cc4ccc(F)cc4)n3n2)cc1
 : -7.2%, 1.8%
CCc1ccccc1NC(=O)Cn1c(=O)n(CCCS(=O)(=O)C2CCCCC2)c(=O)c2ccccc21
 : 6.1%, -9.6%
Cc1ccc(C(=O)Nc2nnc(S(=O)(=O)N3c4ccccc4CC3C)s2)cc1 (centres undefined)
 : 13.9%, 12.4%
CC1CCN(C(=O)c2c(NC(=O)c3ccccc3F)sc3c2CCC(C(C)(C)C)C3)CC1 (centres undefined)
 : 8.5%, 8.8%
COc1ccc2cc(C(=O)NCc3ccc4c(c3)CCN4C(=O)c3ccc(C)cc3)[nH]c2c1
 : 28.3%, -14.5%
COc1cc(C(=O)OC(C)C(=O)Nc2c(C)n(C)n(-c3ccccc3)c2=O)cc(Cl)c1OC (centres undefined)
 : -2.4%, 1.3%
CN=C1S/C(=C\c2ccc(SC)cc2)C(=O)N1C
 : -0.9%, 0.8%
Cc1cc2oc(C(=O)Nc3ccc(S(=O)(=O)Nc4onc(C)c4C)cc3)cc(=O)c2cc1C
 : u, -7.6%
CN(CCOc1ccccc1)c1nc(-c2cccnc2)nc2ccccc12
 : -21.6%, -7.7%
COc1cccc(CN2CCN(S(=O)(=O)c3cc(OC)ccc3OC)CC2)c1
 : -2.9%, -2.5%
N#CCN(C(=O)c1cc2c(F)cccc2s1)C1CC1
 : -2.8%, 0.4%
CN(CCC#N)C(=O)COC(=O)c1cc(=O)[nH]c2ccccc12
 : 2.8%, 0.6%
O=C(Cn1ccccc1=O)Nc1ccc(Cl)cc1Cl
 : 3.4%, -2.2%
Cc1ccccc1OCC(=O)Nc1nnc(SCc2cc(=O)n3cccc(C)c3n2)s1
 : 6.6%, 5.8%
CC(=O)N1c2c(cc(Br)cc2S(=O)(=O)N2CCN(c3cccc(Cl)c3)CC2)CC1C (centres undefined)
 : -16.4%, -17.0%
CN(C(=O)CSc1nnc(NC(=O)Nc2ccccc2)s1)c1ccccc1
 : 6.3%, -10.3%

Additional records follow:
Sequence of screens – AID inh, UDG counterscr
N=c1n(CCN2CCCCC2)c2ccccc2n1CC(O)COc1ccccc1 (centres undefined)
 : u, -27.8%
Cc1ccc(N2C(=O)N(CC(=O)NCc3ccccc3)c3ccccc3S2(=O)=O)c(C)c1
 : 4.6%, 4.4%
Cc1ccc(CN2COc3ccc4c(-c5ccccc5)cc(=O)oc4c3C2)cc1
 : u, 26.4%
CCN1c2ccccc2-c2nc(SCC(=O)Nc3ccc(C)c(Cl)c3)ncc2S1(=O)=O
 : 113.6%[activator], 34.3%[activator]
CC(C)CN(CC(C)C)C(=S)NCc1ccco1
 : -2.8%, 0.2%
Cc1ccc(C)c(NC(=O)CSc2nc(-c3ccccc3)c(C#N)c(=O)[nH]2)c1
 : -28.2%, -3.4%
CCn1cc2nc(SCc3cc(C)ccc3C)n(Cc3ccc(C)cc3)c(=O)c2n1
 : -4.6%, 11.0%
N#Cc1nc(COc2ccccc2F)oc1NCCCN1CCOCC1
 : 14.2%, 2.3%
O=C(/C=C/N1CCCCC1)c1ccc(Br)cc1
 : -8.9%, 2.4%
COc1ccc(CCN2CC(C(=O)NCCc3ccccc3)CC2=O)cc1OC (centres undefined)
 : -4.5%, 2.9%
O=C(c1ccc(Br)s1)N(Cc1cccc(Br)c1)C1CC1
 : u, -9.3%
O=C(Nc1ccc(OCc2ccccc2Cl)cc1)c1ccc(C(F)(F)F)cc1
 : -2.4%, 4.4%
COc1ccc(N(CC(C)C)S(=O)(=O)c2nnc(NC(=O)c3cccs3)s2)cc1
 : -5.2%, -5.0%[57.5 µM]
COc1ccc(-c2ccc(=O)n(CC(=O)Nc3ccc(N(C)C)cc3)n2)cc1
 : u, -19.3%[57.5 µM]
Cc1ccc(OCCn2c(CN(C)C(=O)c3ccco3)nc3ccccc32)cc1
 : -1.2%, 6.7%
CCOc1ccc(-n2c(Cc3ccccc3)nnc2SCc2nc(-c3ccccc3C)no2)cc1
 : u, u
O=C(CSc1nc(=O)[nH]c2c1CCCC2)Nc1cc(C(F)(F)F)ccc1Cl
 : 1.3%, -2.7%
CN(C)c1ccc(N=C(C#N)c2ccccc2)cc1
 : -4.2%, -11.3%
CCn1cc(C(=O)N2CCN(c3ccc(OC)cc3)CC2)c(=O)c2cc(S(=O)(=O)N(C)C3CCCCC3)ccc21
 : 1.8%, -2.6%
CCCCN(C(=O)Nc1ccc(Cl)cc1)C1CCN(C(C)=O)CC1
 : -22.3%, -9.6%[57.5 µM]
O=C(CSc1nnc(-c2ccccc2Br)n1-c1ccccc1)c1ccc(F)cc1
 : u, -10.2%
Clc1cccc(N2CCN(c3ncnc4c3nc3n4CCCC3)CC2)c1
 : -9.3%, -3.1%
Cc1cccc(C(=O)NCCc2nc3ccccc3n2Cc2ccccc2Cl)c1
 : -3.8%, -3.4%[57.5 µM]
CCOc1ccccc1NC(=O)Cn1c(=O)nc(-c2ccccc2F)c2cc(Cl)ccc21
 : -17.6%, -11.7%
CCOC(=O)c1[nH]c(C)c(C(=O)OCc2ccc(C(N)=O)cc2)c1C
 : 2.3%, -0.3%
O=C(O)C1CCN(S(=O)(=O)c2cc(Cl)ccc2Cl)CC1
 : 5.3%, 5.2%
CCOc1ccc(OCC)c(-n2cnnn2)c1
 : 1.8%, 4.0%[57.5 µM]
COc1ccc(CNC(=O)C(=O)Nc2ccc(C)cc2C)cc1
 : -11.0%, -0.6%
CCOc1ccccc1CNc1ccc(N2CCOCC2)c(C(=O)O)c1
 : -4.9%, -2.7%
COc1ccccc1Nc1nc(-c2ccc(F)cc2)c2c(n1)-c1ccccc1OC2
 : -25.8%, -5.1%
Cc1ccc(-n2nc(C)c3c(C)c(CCC(=O)NCc4ccccc4Cl)c(C)nc32)cc1C
 : u, -6.8%
CCOc1ccc(NC(=O)Cn2c(=O)n(CCCCC(=O)NCCc3ccc(Cl)cc3)c(=O)c3ccccc32)cc1
 : 6.8%, -3.1%
CN=c1scc(C)n1/N=C/C1CCCCC1
 : -5.0%, 0.4%
O=C(COC(=O)c1cccs1)c1ccc(OC(=O)c2ccco2)cc1
 : 3.9%, -3.1%
Cc1ccc(Cl)cc1N1CCN(C(=O)c2ccc(NC(=O)c3nsc4ccccc34)cc2)CC1
 : -5.7%, -2.9%
COc1ccc(OC)c(-c2noc(N3CCN(c4cc(Cl)ccc4C)CC3)n2)c1
 : u, -24.5%
Cc1ccccc1NS(=O)(=O)c1ccc2[nH]cc(C(=O)NC3CCCCC3)c(=O)c2c1
 : -10.6%, -5.9%
FC(F)(F)c1ccc(Sc2ncccn2)nc1
 : -4.7%, -1.8%
O=C(O)c1nn(CC(=O)N2CCCCC2)c(=O)c2ccccc12
 : -4.1%, 5.9%
Cn1c(CC(=O)Nc2ccc(F)cc2)nnc1SCC(=O)c1ccc(C#N)cc1
 : 8.7%, 9.7%

Given with tabs: part of the list above
Structure	AID inh	UDG counterscr
CCOC(=O)c1[nH]c(C)c(C(=O)OCc2ccc(C(N)=O)cc2)c1C	2.3%	-0.3%
O=C(O)C1CCN(S(=O)(=O)c2cc(Cl)ccc2Cl)CC1	5.3%	5.2%
CCOc1ccc(OCC)c(-n2cnnn2)c1	1.8%	4.0%[57.5 µM]
COc1ccc(CNC(=O)C(=O)Nc2ccc(C)cc2C)cc1	-11.0%	-0.6%

The list continues:
Sequence of screens – AID inh, UDG counterscr
Cc1oc(-c2ccccc2)nc1CNS(=O)(=O)c1ccc(Cl)cc1
 : 0.1%&8.2%, -0.8%&0.0%
Cc1csc2nc(-c3cccc(NC(=O)c4ccc(S(N)(=O)=O)cc4)c3)cn12
 : -13.6%, -10.7%
Cc1cc(NC(=O)CN(c2cccc(C)c2C)S(=O)(=O)c2ccccc2)ccc1Br
 : u, -11.7%
O=C(Oc1cccc(Br)c1)c1cccc2ccccc12
 : -10.0%, 6.1%
